Compound activity deposited in PubChem BioAssay by The Scripps Research Institute Molecular Screening Center.
PREPL inh – PREPL enzyme inhibitors, primary screen, biochemical, fluorescence polarization. 320,000 tested, 0.68% active. inhibition, % at 5.96 µM. recombinant PREPL, fluorescence polarization activity-based probe. Prolyl endopeptidase-like (Homo sapiens), Q4J6C6; in the data active = inhibition above about 43%;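 also: 0% = enzyme with DMSO and 100% = wells lacking enzyme; many of its hits are not listed in these tables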
LYPLA1 counter – LYPLA1 inhibitors, primary screen, counter-screen for PME1 inhibitor project, biochemical, fluorescence polarization, FP-Rh probe ABPP | recombinant LYPLA1 | inhibition, % at 5.9 µM | 320,000 tested, 0.16% active | Acyl-protein thioesterase 1 (Homo sapiens), O75608;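 active = inhibition above the mean of all tested compounds plus 3 SD, set per campaign, cut at about 14% in these data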;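 also: inhibitors block serine hydrolase probe labeling of LYPLA1 so polarization falls; 0% = enzyme with DMSO and 100% = wells lacking LYPLA1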
ZTA DNA inh – counter-screen for EBNA-1 inhibitors: inhibitors of Epstein-Barr virus ZTA; 320,000 tested, 0.15% active; P03206; inhibition, % at 11 µM; ZTA-DNA binding, fluorescence polarization; in the data active = inhibition above about 33%
Target sequence (P03206 whole entry, looked up): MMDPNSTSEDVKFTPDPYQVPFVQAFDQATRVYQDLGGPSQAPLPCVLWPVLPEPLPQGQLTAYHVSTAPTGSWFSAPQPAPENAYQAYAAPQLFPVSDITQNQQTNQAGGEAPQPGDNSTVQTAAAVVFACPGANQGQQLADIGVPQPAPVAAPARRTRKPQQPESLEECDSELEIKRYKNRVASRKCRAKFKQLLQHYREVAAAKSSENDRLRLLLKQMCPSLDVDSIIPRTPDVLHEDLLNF
GSTO1 counter – inhibitors of recombinant GSTO1, primary screen, counter-screen for RBBP9 inhibitor project, biochemical, fluorescence polarization | Glutathione S-transferase omega-1 (Homo sapiens), P78417 | activity-based probe fluorescence polarization | inhibition, % at 5.96 µM | 300,000 tested, 1.1% active | AID 1974, 2009;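 active = inhibition above the campaign mean inhibition plus 3 SD, cut at about 35% in these data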;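 also: 0% = GSTO1-1 with DMSO and 100% = wells lacking GSTO1-1 enzyme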
Target sequence (P78417 whole entry, looked up): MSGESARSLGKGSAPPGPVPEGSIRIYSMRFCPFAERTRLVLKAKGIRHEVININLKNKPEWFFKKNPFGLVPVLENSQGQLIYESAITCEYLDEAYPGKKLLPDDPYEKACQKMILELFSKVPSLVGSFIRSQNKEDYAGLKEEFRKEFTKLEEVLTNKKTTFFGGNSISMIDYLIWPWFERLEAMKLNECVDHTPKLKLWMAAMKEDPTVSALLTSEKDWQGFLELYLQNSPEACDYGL
PAFAH1B3 FP inh – PAFAH1B3 enzyme inhibitors, primary screen, biochemical, fluorescence polarization, human | Platelet-activating factor acetylhydrolase IB subunit alpha1 (Homo sapiens), Q15102 | recombinant PAFAH1B3, FP-rhodamine probe | inhibition, % at 3.39 µM | 340,000 tested, 0.28% active;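 active = inhibition above the screen-wide average of all tested compounds plus 3 SD, cut at about 25% in these data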;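 also: 0% = enzyme with DMSO only and 100% = wells lacking PAFAH1B3 protein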
Target sequence (Q15102 whole entry, looked up): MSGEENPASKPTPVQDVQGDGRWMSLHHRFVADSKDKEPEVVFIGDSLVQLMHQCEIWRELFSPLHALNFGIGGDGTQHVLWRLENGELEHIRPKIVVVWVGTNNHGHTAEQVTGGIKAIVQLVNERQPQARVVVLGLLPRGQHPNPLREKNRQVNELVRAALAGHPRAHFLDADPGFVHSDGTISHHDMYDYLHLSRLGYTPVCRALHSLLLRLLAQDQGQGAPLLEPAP
LYPLA2 inh – LYPLA2 inhibitors, primary screen, counter-screen for PME1 inhibitor project, biochemical, fluorescence polarization, FP-Rh probe ABPP | recombinant LYPLA2 | Acyl-protein thioesterase 2 (Homo sapiens), O95372 | inhibition, % at 5.9 µM | 320,000 tested, 0.38% active;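 active = inhibition above the screen-wide mean plus 3 SD, limit set per campaign, cut at about 26% in these data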;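 also: 0% = LYPLA2 with DMSO and 100% = wells lacking LYPLA2 enzyme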
Target sequence (O95372 whole entry, looked up): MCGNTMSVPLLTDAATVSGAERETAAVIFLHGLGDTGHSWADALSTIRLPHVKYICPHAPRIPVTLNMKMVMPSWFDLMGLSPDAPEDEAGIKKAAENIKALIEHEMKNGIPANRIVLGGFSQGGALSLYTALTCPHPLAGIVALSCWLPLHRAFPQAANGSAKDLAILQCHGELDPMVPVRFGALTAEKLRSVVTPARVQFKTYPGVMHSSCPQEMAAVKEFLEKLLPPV
EBNA-1 inhibitor – EBNA-1 DNA-binding inhibitors, primary screen, biochemical, fluorescence polarization; inhibition, % at 14.8 µM; 300,000 tested, 0.34% active; AID 1950, 2009; in the data active = inhibition above about 28%
PAD4 FP inh – human PAD4 inhibitors, primary screen, biochemical, fluorescence polarization, 1536-well format | Protein-arginine deiminase type-4 (Homo sapiens), Q9UM07 | recombinant PAD4, RCA probe fluorescence polarization | inhibition, % at 6.36 µM | 330,000 tested, 0.41% active | AID 485272, 2010;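 active = percent inhibition above a cutoff equal to the mean of all tested compounds plus 3 SD, cut at about 15% in these data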;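 also: 0% = PAD4 with RCA probe and DMSO and 100% = probe without PAD4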
PAFAH2 FP inh – PAFAH2 enzyme inhibitors, primary screen, biochemical, fluorescence polarization, human; 340,000 tested, 0.99% active; AID 492956, 2010; Platelet-activating factor acetylhydrolase 2, cytoplasmic (Homo sapiens), Q99487; inhibition, % at 3.39 µM; recombinant PAFAH2, FP-rhodamine activity probe;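 active = inhibition above the mean over all tested compounds plus 3 SD, cut at about 30% in these data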;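 also: inhibitors block probe labeling of enzyme so polarization drops; 0% = enzyme with DMSO and 100% = wells lacking PAFAH2 protein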
Numbers without * were called inactive; . = not tested or not shown; + = active, no number. The list is partial. The share of hits here may be higher or lower than overall.

SMILES	PREPL inh	LYPLA1 counter	ZTA DNA inh	GSTO1 counter	PAFAH1B3 FP inh	LYPLA2 inh	EBNA-1 inhibitor	PAD4 FP inh	PAFAH2 FP inh
Cc1cc2c(c(C)c1CCO[C@@H]1O[C@H](CO)[C@@H](O)[C@H](O)[C@H]1O)C(=O)[C@@H](C)[C@@H]2O	5	.	.	.	-1	.	.	3	5
O=C(NC1CCS(=O)(=O)C1)c1ccc(Br)s1 (stereo unspecified)	5	.	.	.	2	.	.	-1	-1
CC(C)Oc1ccc(OCCCN2CCCCCC2)cc1	10	1	-3	2	-4	2	-7	-1	-6
Cc1csc(NC(=O)C2CCN(C(=O)CSc3nnc(C)n3Cc3ccccc3)CC2)n1	-14	1	-12	9	8	7	6	-3	-2
CCN(CC)c1ccc(N=Cc2ccccc2[N+](=O)[O-])cc1	13	4	+	69*	10	4	177*	8	4
NC(=O)c1ccc(NC(=O)CSC(=O)c2ccccc2)cc1	6	.	.	.	7	.	.	17*	-1
CSc1cccc(NC(=O)C2CCN(C(=O)c3ccccc3C)CC2)c1	-3	0	-5	0	16	4	-4	0	4
CC(NS(C)(=O)=O)C(c1cccs1)N1CCN(Cc2ccccc2)CC1 (stereo unspecified)	12	-2	0	0	4	0	0	2	-2
CCn1c(C)nc2cc(C(=O)NNS(=O)(=O)c3ccc(C)c(C)c3)ccc21	-2	-7	-12	-4	6	-6	-2	-4	14
CCOc1ccc2nc(SCC(=O)Nc3ccc4c(c3)OCCO4)[nH]c2c1	-5	-1	8	4	8	2	1	-2	7
O=C(c1ccc(NS(=O)(=O)c2cccs2)cc1)N1CCOCC1	-3	-3	-6	-3	12	-5	13	0	2
COc1ccc(-c2nn(C)c(=O)c3ccccc23)cc1CNS(C)(=O)=O	-1	1	12	3	3	7	6	0	6
COc1ccc(-c2ccc(C#N)c(SCC(=O)NCCc3ccccc3)n2)cc1OC	-15	-9	-1	-6	-4	-22	28*	-2	-14
Cc1ccc2nc(NC(=O)C3CCN(C(=O)c4ccc(F)cc4)CC3)sc2c1	-1	-4	6	1	-3	1	4	-2	-5
CC(C)(C)c1ccc(C(=O)NCCC(=O)Nc2cc(Cl)ccc2N2CCOCC2)cc1	11	0	-17	.	-4	7	.	4	5
Cc1noc(C)c1C(=O)N1CCN(c2ccc(OCc3ccccc3)cc2)CC1	27	-1	-4	-2	5	6	-9	4	5
CN(C)c1nc(C(=O)O)nc(N2CCOCC2)n1	14	-2	0	0	3	4	-16	0	-3
COc1ccccc1/C=C(\NC(=O)c1ccccc1)C(=O)NCc1ccco1	-6	-1	-17	5	0	3	1	0	-8
O=C(NCc1ccco1)c1ccccc1-c1nc(-c2ccccc2)no1	16	0	-10	3	5	8	-6	0	-5
Cc1cc(OC(F)F)ccc1NC(=O)Nc1ccc([N+](=O)[O-])cc1	15	-11	5	-6	1	-8	1	-4	0
COc1cccc(-c2ncc3ccccc3c2COC(=O)CCCC(=O)O)c1	18	0	1	.	7	-7	.	0	2
Cc1ccc(C(=O)C2=C(O)C(=O)N(Cc3cccnc3)C2c2ccc(Cl)cc2)o1 (stereo unspecified)	1	-1	12	5	0	2	3	-11	3
CCOC(=O)c1cc2occc2n1Cc1c(F)cccc1Cl	-4	-4	-1	2	7	-6	1	-11	-3
O=C(Nc1ccc(O)cc1)C1CC=CCC1 (stereo unspecified)	16	7	-22	37*	27*	18	-6	5	26
CC(=O)N1N=C(c2cccc([N+](=O)[O-])c2)OC1c1ccccc1Cl (stereo unspecified)	10	0	1	3	7	4	-15	0	14
O=C(CN1C(=O)c2ccccc2C1=O)Nc1cc([N+](=O)[O-])ccc1O	4	-3	-1	6	5	-1	-1	-3	7
Cn1c(CC(=O)Nc2ccc(Cl)c(Cl)c2)nnc1SCC(=O)Nc1nccs1	3	3	-4	-8	-3	0	19	0	11
COc1ccc(Br)cc1/C=N/N1C(=O)CSC1=S	9	0	-8	-3	7	-2	-11	-10	-5
COc1cc(NC(=O)COC(=O)CSc2ccccc2F)c(C)cc1[N+](=O)[O-]	8	2	-5	2	4	-1	8	-4	19
CC1(C)CC(NCc2ccc3c(c2)OCO3)CCO1 (stereo unspecified)	0	-7	12	-3	3	-4	4	-3	-4

Already shown: 4 of the compounds above.
SMILES	PREPL inh	LYPLA1 counter	ZTA DNA inh	GSTO1 counter	PAFAH1B3 FP inh	LYPLA2 inh	EBNA-1 inhibitor	PAD4 FP inh	PAFAH2 FP inh
Cn1c(CC(=O)Nc2ccc(Cl)c(Cl)c2)nnc1SCC(=O)Nc1nccs1	3	3	-4	-8	-3	0	19	0	11
COc1ccc(Br)cc1/C=N/N1C(=O)CSC1=S	9	0	-8	-3	7	-2	-11	-10	-5
COc1cc(NC(=O)COC(=O)CSc2ccccc2F)c(C)cc1[N+](=O)[O-]	8	2	-5	2	4	-1	8	-4	19
CC1(C)CC(NCc2ccc3c(c2)OCO3)CCO1 (stereo unspecified)	0	-7	12	-3	3	-4	4	-3	-4

Pulled by compound from above, 3 records:
SMILES	PREPL inh	LYPLA1 counter	ZTA DNA inh	GSTO1 counter	PAFAH1B3 FP inh	LYPLA2 inh	EBNA-1 inhibitor	PAD4 FP inh	PAFAH2 FP inh
O=C(NCc1ccco1)c1ccccc1-c1nc(-c2ccccc2)no1	16	0	-10	3	5	8	-6	0	-5
COc1cccc(-c2ncc3ccccc3c2COC(=O)CCCC(=O)O)c1	18	0	1	.	7	-7	.	0	2
CC1(C)CC(NCc2ccc3c(c2)OCO3)CCO1 (stereo unspecified)	0	-7	12	-3	3	-4	4	-3	-4

(further entries)
SMILES	PREPL inh	LYPLA1 counter	ZTA DNA inh	GSTO1 counter	PAFAH1B3 FP inh	LYPLA2 inh	EBNA-1 inhibitor	PAD4 FP inh	PAFAH2 FP inh
Cc1ccc(C(=O)c2cc([N+](=O)[O-])ccc2N2CCCCC2)cc1C	2	0	-3	-2	8	-3	4	-6	1
N#Cc1nc(-c2ccc(Cl)cc2)oc1NCc1cccc2c1OCO2	4	-2	10	-2	1	-5	28*	4	-8
Cc1ccc(NC(=O)/C=C/c2ccc3c(c2)OCO3)nc1	-2	-1	13	-2	-8	4	12	-1	0
Nc1nc(N)nc(-c2cc(Cl)ccc2Cl)n1	14	-1	-5	12	5	-8	0	0	1
CC(=O)N1CCC(=O)Nc2ccc([N+](=O)[O-])cc21	3	3	-13	3	4	-3	4	1	5
O=C(CCNS(=O)(=O)c1cccc2nonc12)Nc1ccc(Cl)cc1	-8	2	5	9	5	-2	6	-2	-3
CCNC(=S)N1CCC(Cc2ccccc2)CC1	-5	0	14	2	2	5	2	-2	1
Cc1c(Cl)cccc1NC(=S)N/N=C/c1ccccc1Cl	-12	-1	4	0	.	-3	4	0	.
CC1CCN(c2nc3nonc3nc2N2CCC(C)CC2)CC1	7	1	5	5	-2	0	5	-3	-1
N#Cc1c(NC2CCCCC2)nc(-c2ccco2)c2c1CCCC2	5	-1	-2	-14	-5	-3	-15	-5	-9
O=C(CC(C(=O)N1CCc2ccccc21)n1ccnc1)N1CCc2ccccc2C1 (stereo unspecified)	-18	-3	-8	6	-1	-1	1	0	3
CN1C(=O)S/C(=C\c2ccccc2OCc2ccc(C(=O)O)cc2)C1=O	8	-4	10	3	7	0	11	-6	0
Cc1ccc(C2=NN=C(NC(=O)CSc3nncn3C)SC2)cc1	15	-2	-8	7	5	2	0	67*	5
NC(=O)CCN1CCN(CCOC2Cc3cc(Cl)ccc3Sc3ccccc32)CC1 (stereo unspecified)	-23	-2	12	3	3	-2	5	0	-3
Cc1cccc(NC(=O)/C(C#N)=C\c2cccnc2)c1	7	1	-7	-4	3	5	-5	3	1

In the list so far, these contain fluorine.
SMILES	PREPL inh	LYPLA1 counter	ZTA DNA inh	GSTO1 counter	PAFAH1B3 FP inh	LYPLA2 inh	EBNA-1 inhibitor	PAD4 FP inh	PAFAH2 FP inh
Cc1ccc2nc(NC(=O)C3CCN(C(=O)c4ccc(F)cc4)CC3)sc2c1	-1	-4	6	1	-3	1	4	-2	-5
Cc1cc(OC(F)F)ccc1NC(=O)Nc1ccc([N+](=O)[O-])cc1	15	-11	5	-6	1	-8	1	-4	0
CCOC(=O)c1cc2occc2n1Cc1c(F)cccc1Cl	-4	-4	-1	2	7	-6	1	-11	-3
COc1cc(NC(=O)COC(=O)CSc2ccccc2F)c(C)cc1[N+](=O)[O-]	8	2	-5	2	4	-1	8	-4	19

New compounds follow:
SMILES	PREPL inh	LYPLA1 counter	ZTA DNA inh	GSTO1 counter	PAFAH1B3 FP inh	LYPLA2 inh	EBNA-1 inhibitor	PAD4 FP inh	PAFAH2 FP inh
Cc1ccc2nc3c(cc(C(=O)NCCc4ccccc4)c(=N)n3CC3CCCO3)c(=O)n2c1 (stereo unspecified)	38	1	-4	0	-6	4	-3	2	11
CC(C)NCC(O)c1cc(O)cc(O)c1 (stereo unspecified)	2	1	11	0	5	4	0	-1	-7
Cc1ccccc1CS(=O)(=O)c1ncc(Cl)c(C(=O)Nc2ccc(F)cc2)n1	1	-3	-9	-21	4	2	1	1	-7
CCC1=NN2C(=N)/C(=C/c3cc(C)n(-c4ccccc4)c3C)C(=O)N=C2S1	6	1	-3	-14	2	-7	-11	-8	0
COc1ccc(C=NNc2ccc([N+](=O)[O-])cc2S(=O)(=O)Nc2ccccc2C(=O)O)cc1OC	24	.	.	.	14	.	.	-3	11
COc1ccc(S(=O)(=O)NCc2ccccn2)cc1NC(=O)c1ccc(C)cc1	5	3	-8	5	2	1	0	4	-11
